Source: PubChem BioAssay
Yfh1-depleted yeast: enhancers of respiration in Yfh1-depleted yeast, dose response, Friedreich's ataxia, plus single-dose screen (AID 1465). S. cerevisiae Yfh1-off respiration, WST-1 reduction, 72 h; higher fold induction means a stronger effect. fold induction at 50 µM; hits with a dose series show EC50 in µM. actives 0.074% (n = 220,000);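 active = fold induction of absorbance versus untreated yeast above a set limit, then at least 30% activation at any dose in follow-up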;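 note: activators that raise dye reduction in frataxin-depleted yeast; strong numbers were not always called active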
NOD2 inhibition: NOD2 signaling inhibitors, cell-based, luminescence, uHTS, HEK293 (AID 1566). HEK293 NOD2/NF-kB luciferase reporter, luminescence; higher % means a stronger effect. inhibition, % at 4 µM, or EC50 in µM where a hit was titrated. actives 0.63% (n = 290,000); note: many of its hits are not listed in these tables
KOR beta-arrestin-1: kappa opioid receptor blockers – cell-based, luminescence, uHTS (AID 1778). inhibition, % at 10 µM; hits with a dose series show IC50 in µM. KOR beta-arrestin recruitment, luminescence, antagonist mode; higher % means a stronger effect. actives 0.091% (n = 290,000); note: strong numbers were not always called active
West Nile virus CPE: West Nile virus antiviral activity, cell-based, CPE readout (AID 1621). CPE inhibition, % at 10 µM, or IC50 in µM where a hit was titrated. actives 0.02% (n = 290,000). West Nile virus-infected cells, CPE inhibition; higher % means a stronger effect; in the data active = a potency from the dose series; note: strong numbers were not always called active
NOD1 NF-kB reporter: NOD1 signaling inhibitors, primary screen, cell-based, luminescence, uHTS (AID 1578) | NOD1-driven NF-kB luciferase reporter cells, luminescence; higher % means a stronger effect | inhibition, % at 4 µM, or EC50 in µM where a hit was titrated | actives 1% (n = 290,000); in the data active = inhibition mostly above about 36%, no sharp cut-off; inactive = mostly below about 34%;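 note: HEK-293T reporter cells stimulated with the NOD1 agonist gamma-tri-DAP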
KOR beta-arrestin-2: kappa opioid receptor activators – cell-based, luminescence, uHTS, primary screen (AID 1777). KOR beta-arrestin recruitment, luminescence; higher % means a stronger effect. one-dose activation, % at 10 µM; EC50 in µM for titrated hits. actives 0.02% (n = 280,000); in the data active = activation above about 50%, passing the limit was not always enough; note: a part of the inactive calls stands beside numbers as strong as those of hits
NS5 inhibitors: Dengue-2 NS5 methyltransferase inhibitors, primary screen, biochemical, confirmation dose response (AID 588689); Dengue-2 NS5 methyltransferase capping enzyme assay, biochemical; higher % means a stronger effect; inhibition, % at 25 µM, or IC50 in µM where a hit was titrated; actives 0.3% (n = 340,000); in the data active = a potency from the dose series
HIV peptide binding: inhibitors of HIV fusion peptide binding, primary screen, biochemical, uHTS, fluorescence dequenching (AID 1986) | inhibition, % at 20 µM; hits with a dose series show IC50 in µM | cell-free peptide binding, fluorescence dequenching, 30 min; higher % means a stronger effect | actives 0.3% (n = 290,000); in the data active = inhibition mostly above about 52%, no sharp cut-off; inactive = mostly below about 76%; note: some results filed as inactive read as strong as hits
AID2073: disruptors of CaV2.2 binding to Mint1 – biochemical, HTRF (AID 2073). HTRF protein-protein interaction, Mint1-CaV2.2; higher % means a stronger effect. inhibition, % at 20 µM, or IC50 in µM where a hit was titrated. actives 0.19% (n = 290,000); in the data active = inhibition mostly above about 51%, no sharp cut-off; note: some results filed as inactive read as strong as hits
* hit, by the source's call; i = inactive; nt = no result given; [ ] = remark or other dose. Cut-off read from the data, not from the text of the source, unless noted: active = inhibition above about 50%; inactive = the rest. A portion of the library (hit frequency here may not be typical).

SMILES	Yfh1-depleted yeast	NOD2 inhibition	KOR beta-arrestin-1	West Nile virus CPE	NOD1 NF-kB reporter	KOR beta-arrestin-2	NS5 inhibitors	HIV peptide binding	AID2073
O=C(NC1CCCCC1)C(c1cccs1)N(C(=O)c1ccccn1)c1ccccc1 (configuration not stated)	i	-3%	-12%	-0.5%	-14%	5.7%	-6%	-0.6%	4%
CCC(C)Nc1nc(Cl)nc(NCCOc2ccccc2)n1 (configuration not stated)	i	-39%	4%	-1.4%	-24%	1.8%	2%	-0.1%	4%
O=C(CC(c1ccccc1)c1cc(Cl)ccc1O)N1CCOCC1 (configuration not stated)	i	-10%	-32%	0.5%	-23%	-0.5%	1%	2.6%	4%
Cc1oc(C(N)=O)nc1-c1ccccc1	i	5%	3%	1.0%	0%	-0.1%	1%	-0.6%	0%
O=C(COC(=O)c1cccc(S(=O)(=O)N2CCOCC2)c1)Nc1nc(-c2ccccc2Cl)cs1	i	-51%	-36%	0.6%	-24%	-0.2%	-4%	-0.9%	3%
COc1cccc(CN2CC(C(=O)NCc3cccc(N4CCCC4)c3)CCC2=O)c1 (configuration not stated)	nt	-7%	-39%	-0.1%	-19%	-1.6%	-40%	-1.1%	13%
Cc1ccccc1N1CCN(Cc2cc3c(cc2[N+](=O)[O-])OCO3)CC1	nt	9%	-28%[20 µM]	-1.1%	-8%	3.3%	-2%	14%	-7%
COc1cccc(N2CCN(C3CCCC(C)C3)CC2)c1 (configuration not stated)	i	-14%	49%	-0.2%	-18%	-4.9%	-3%	1.5%	-2%
O=C(NC1CCCCC1)C(c1ccccc1)N(Cc1cccnc1)C(=O)c1csnn1 (configuration not stated)	nt	8%	5%	-1.1%	-17%	-2.9%	-8%	2.1%	0%
COc1cc([N+](=O)[O-])cc2sc(NC(C)=O)nc12	i	1%	2%	0.0%	8%	1.3%	-6%	0.0%	24%
CC(c1ccccc1)N1C(=O)c2ccccc2C1(O)Cc1ccccc1 (configuration not stated)	i	-7%	28%[20 µM]	-0.9%	-34%	-5.3%	-12%	2.4%	-3%
CCOC(=O)N1CCN(C(=O)CSCC(=O)Nc2nc(-c3ccc(C)cc3)cs2)CC1	i	12%	-27%	0.0%	13%	4.1%	3%	-1.3%	-9%

Sorted by the number under KOR beta-arrestin-2 (ascending): six from the list above
| canonical_smiles | KOR beta-arrestin-2 |
| --- | --- |
| COc1cccc(N2CCN(C3CCCC(C)C3)CC2)c1 (configuration not stated) | -4.9% |
| Cc1oc(C(N)=O)nc1-c1ccccc1 | -0.1% |
| COc1cc([N+](=O)[O-])cc2sc(NC(C)=O)nc12 | 1.3% |
| CCC(C)Nc1nc(Cl)nc(NCCOc2ccccc2)n1 (configuration not stated) | 1.8% |
| Cc1ccccc1N1CCN(Cc2cc3c(cc2[N+](=O)[O-])OCO3)CC1 | 3.3% |
| O=C(NC1CCCCC1)C(c1cccs1)N(C(=O)c1ccccn1)c1ccccc1 (configuration not stated) | 5.7% |

The results go on.
SMILES	Yfh1-depleted yeast	NOD2 inhibition	KOR beta-arrestin-1	West Nile virus CPE	NOD1 NF-kB reporter	KOR beta-arrestin-2	NS5 inhibitors	HIV peptide binding	AID2073
Cc1ccc(NC(=O)c2ccc(CSc3nnnn3C)cc2)cc1	i	-74%	-7%	-0.2%	-18%	4.6%	-5%	0.6%	6%
CCCCC(=O)NCCNc1nc2c(c(=O)n(C)c(=O)n2C)n1Cc1ccc(F)cc1	i	12%	-4%	-0.6%	16%	6.9%	-2%	0.6%	2%
NC(=O)c1cc2cc(Cl)ccc2oc1=O	i	-6%	13%	0.2%	-22%	0.4%	-2%	2.9%	10%
NC(=O)CSc1nnc(-c2cc(-c3cccs3)nc3ccccc23)o1	i	-2%	-55%	0.1%	-31%	0.4%	3%	-0.9%	14%
O=C(Nc1cccnc1)c1cccc(-c2cc3ccccc3oc2=O)c1	i	9%	-7%[20 µM]	-0.3%	-15%	-1.6%	4%	-0.3%	28%
O=C(Cn1cnc2ccccc21)c1ccccc1	nt	-1%	-37%[20 µM]	0.7%	-35%	0.6%	-12%	0.8%	-9%
Oc1c(Br)cc(/C=N/NC(=S)NCC2CCCO2)cc1Br (configuration not stated)	i	3%	1%	0.2%	4%	1.7%	11%	1.1%	0%
Cc1cc(=O)cc(C)n1-c1ccc(F)cc1F	i	18%	-34%	0.0%	-36%	-8.8%	-8%	-1.4%	0%
CC1CCN(S(=O)(=O)c2ccc(S(=O)(=O)N3CCCC3)cc2)CC1	nt	-1%	-10%	0.2%	-15%	6.1%	2%	0.2%	6%
CCOc1ccc(NC(=O)C(CC(=O)O)Cc2ccc(Br)cc2)cc1 (configuration not stated)	nt	10%	-5%	-0.3%	-13%	2.2%	6%	1.1%	9%
NC(=O)C1CCN(C(=O)CN(C2CCCCC2)S(=O)(=O)c2ccc(F)cc2)CC1	nt	3%	1%	0.3%	-36%	-3.4%	-9%	-1.9%	-7%
COc1ccc(S(=O)(=O)Nc2ccc3c(c2)n(C)c(=O)n3C)cc1F	nt	15%	-19%	-0.8%	-6%	2.3%	0%	-1.4%	4%

Complete entries from above. Order of screens: Yfh1-depleted yeast	NOD2 inhibition	KOR beta-arrestin-1	West Nile virus CPE	NOD1 NF-kB reporter	KOR beta-arrestin-2	NS5 inhibitors	HIV peptide binding	AID2073
CC(c1ccccc1)N1C(=O)c2ccccc2C1(O)Cc1ccccc1 (configuration not stated) reads i	-7%	28%[20 µM]	-0.9%	-34%	-5.3%	-12%	2.4%	-3%
Cc1ccc(NC(=O)c2ccc(CSc3nnnn3C)cc2)cc1 reads i	-74%	-7%	-0.2%	-18%	4.6%	-5%	0.6%	6%

(list continues)
SMILES	Yfh1-depleted yeast	NOD2 inhibition	KOR beta-arrestin-1	West Nile virus CPE	NOD1 NF-kB reporter	KOR beta-arrestin-2	NS5 inhibitors	HIV peptide binding	AID2073
CN(CCCNC(=O)c1cccc(N2CCCC2=O)c1)c1ccccc1	i	5%	-15%	-0.1%	-18%	-1.4%	7%	-2.5%	6%
CC(C)OC(=O)c1c(-c2ccc(C(C)C)cc2)csc1NC(=O)C1CCCO1 (configuration not stated)	i	4%	-21%	-1.3%	3%	4.8%	2%	0.8%	8%
C/C(=N\OCC(=O)Nc1ccc2c(c1)OCCO2)c1ccc2c(c1)OCCO2	i	2%	-16%	-0.6%	-7%	0.4%	-1%	0.9%	0%
C=CCc1cccc(/C=N/NC(=O)CNc2ccccc2)c1O	i	17%	1%	0.5%	20%	6.6%	3%	-3.4%	3%
CCOc1ccc(CCNC(=O)C2CCN(S(=O)(=O)N3CCCCC3)CC2)cc1OCC	i	14%	-4%	-1.5%	2%	-2.6%	5%	-1.2%	5%
CCc1nn(CC(=O)NCCCN2CCN(C)CC2)c(=O)c2cc3occc3n12	nt	-3%	-18%	0.2%	-22%	3.1%	1%	1.0%	5%
Cc1ccsc1/C=N\NC(=O)CCc1c(C)n[nH]c1C	i	10%	12%[20 µM]	-0.3%	-27%	-4.2%	-4%	-0.3%	16%
COc1ccccc1Nc1nnc(SCC(=O)Nc2nc(-c3ccc(F)cc3)cs2)s1	i	-8%	-34%	-0.2%	-39%	7.0%	-15%	5.2%	30%
O=C(O)CC1S/C(=N/N=C2CCCCC2)N(c2ccccc2)C1=O (configuration not stated)	i	12%	-6%	0.2%	65%	-2.2%	-7%	-2.3%	-2%
CCOC(=O)c1c(NC(=O)c2ccc(N3CCOCC3)c([N+](=O)[O-])c2)sc(C)c1C	i	20%	12%	0.2%	34%	0.2%	nt	-4.2%	-18%
COc1ccccc1NC(=O)c1sc2ncn(CC(=O)Nc3ccccc3)c(=O)c2c1C	nt	13%	9%	3.0%	-26%	-1.9%	12%	6.0%	16%
O=c1cc(-c2ccncc2)oc2c1ccc1ccccc12	nt	-148%	14%[20 µM]	-0.4%	36%	-2.4%	-10%	-0.4%	29%
CN1CC(=O)N(CC(=O)Nc2ccc(Br)cc2F)C1=O	i	-2%	-14%	-0.4%	-33%	-0.3%	-2%	-0.3%	-2%
COc1cc(C)nc(OCCNS(=O)(=O)c2cc(C)ccc2C)n1	i	8%	-8%	-0.5%	-7%	0.2%	-4%	-0.8%	2%
O=c1oc2ccccc2nc1/C=C(O)/C=C/c1ccc(F)cc1	i	-11%	8%	-0.2%	34%	-3.9%	3%	12%	8%
COc1cccc(C(=O)NCc2ccc3c(c2)OCO3)c1	nt	-2%	-26%[20 µM]	-0.9%	-38%	0.3%	-2%	0.7%	11%
CCOC(=O)c1c(C)[nH]c(C)c1S(=O)(=O)NCc1ccc(OCC)cc1	nt	3%	-1%	0.7%	-13%	0.9%	-5%	-0.4%	10%
CCOCCCNc1ccc(-c2ccccc2)nn1	i	-59%	32%	0.0%	-53%	-3.0%	-13%	-1.0%	13%
CC1=CC(C)(C)Nc2ccc(Cc3ccc4c(c3)C(C)=CC(C)(C)N4)cc21	i	14%	24%	-0.4%	2%	9.1%	5%	-2.9%	-7%
CN(C#N)c1nccc(-c2cccs2)n1	i	-19%	-8%	0.0%	-20%	1.0%	-10%	0.9%	5%
CC(C(=O)NCc1ccc(F)cc1)n1ccc2cc(S(=O)(=O)N3CCCC3)ccc21 (configuration not stated)	nt	11%	-9%	-0.4%	0%	-0.4%	-6%	1.6%	4%
O=C(c1cccc(NS(=O)(=O)c2cccc(C(F)(F)F)c2)c1)N1CCOCC1	nt	1%	-15%	0.2%	-25%	0.6%	-6%	-0.4%	-1%
O=C(Nc1ccccc1)c1ccncc1	i	-5%	13%	-0.8%	-18%	-2.2%	-13%	2.1%	1%
N#CC1=C(N)S[C@H](C(=O)C23CC4CC(CC(C4)C2)C3)[C@H]1c1ccncc1	i	-1%	12%	0.4%	3%	-3.8%	-9%	18%	-8%
Cc1ccccc1Nc1nnc(SCC(=O)c2c(N)n(C)c(=O)n(C)c2=O)s1	i	25%	-9%	-0.5%	-23%	-0.3%	-2%	-1.5%	12%
CCc1ccc(Nc2oc(C)cc(=O)c2C(C)=O)cc1	i	-10%	18%	0.2%	-61%	0.2%	-7%	-1.2%	12%
O=C(CCS(=O)(=O)Cc1ccccc1)Nc1nc2c(s1)CCCC2	i	-7%	17%	-0.5%	-26%	-1.3%	0%	0.5%	3%
O=S(=O)(NCc1cc(-c2ccc(Cl)cc2)no1)c1ccccc1	i	15%	-13%	-1.2%	11%	0.0%	-7%	0.9%	14%
Cn1ccnc1SCC(=O)c1ccc(C#N)cc1	nt	5%	-18%	-0.1%	-25%	-0.7%	-5%	0.5%	-3%
COC(CNC(=O)c1cccnc1)OC	i	-2%	-35%	-0.1%	-49%	1.5%	-7%	1.3%	7%
COc1cc(/C=C/C(=O)OCC(=O)Nc2ccc(NC(C)=O)cc2)cc(S(=O)(=O)N2CCc3ccccc32)c1OC	i	-4%	4%	0.1%	-34%	3.0%	-2%	1.6%	22%
COc1ccc(-n2c(SCC(=O)NNC(=O)c3ccccc3C)nnc2-c2ccncc2)cc1	i	5%	-2%	0.0%	9%	9.1%	-6%	-1.8%	-11%
Cc1nc(NC(=O)CN(C)S(=O)(=O)c2ccc(Br)cc2)sc1C	i	21%	1%	-0.4%	10%	3.4%	-6%	-1.7%	-6%
Cc1oc(S(=O)(=O)N2CCCCC2)cc1NC(=O)Nc1ccc(Cl)cc1	i	10%	11%	-1.0%	-7%	0.8%	-15%	-2.1%	-1%
C=CCNC(=S)NNC(=O)c1ccc(Br)o1	i	12%	1%	0.4%	-33%	1.2%	-7%	0.8%	-15%
CCOC(=O)c1cnc2c(cnn2C)c1Cl	i	0%	-14%	-0.1%	-25%	0.6%	0%	2.4%	-8%
